Source: PubChem BioAssay
AmpC inh det: blocks E. coli AmpC beta-lactamase in presence of detergent; AID 584; Potency, µM (doses to about 28.7 µM), without a hit: at the highest dose activity change, negative = inhibition; 71,000 tested, 0.09% active; P00811; purified AmpC, nitrocefin hydrolysis with detergent; active = well fitted curve in the direction sought with a large enough effect
Target sequence (P00811 whole entry, looked up): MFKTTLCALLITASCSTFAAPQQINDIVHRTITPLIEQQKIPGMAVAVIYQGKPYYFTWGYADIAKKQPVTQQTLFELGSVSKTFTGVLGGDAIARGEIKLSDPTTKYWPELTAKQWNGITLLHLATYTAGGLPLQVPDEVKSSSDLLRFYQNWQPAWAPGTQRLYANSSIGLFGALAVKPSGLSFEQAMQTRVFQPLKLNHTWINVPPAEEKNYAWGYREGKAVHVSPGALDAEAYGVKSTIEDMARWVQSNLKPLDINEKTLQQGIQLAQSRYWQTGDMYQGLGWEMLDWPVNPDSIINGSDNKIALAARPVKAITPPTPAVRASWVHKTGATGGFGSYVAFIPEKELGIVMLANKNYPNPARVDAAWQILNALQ
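E. coli AmpC (5.3 nM) in 20 mM phosphate pH 7.0 with 0.01% Triton X-100, preincubated 15 min RT with compound; nitrocefin (2 uL of 800 uM stock) hydrolysis followed by 480 nm absorbance every 20 s over 4 min.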
Starred values were filed as active, the others as inactive; & = joins results of further samples; [ ] = dose if it differs, or a comment. % is set by controls: 0 for no effect and ±100 for the full control effect; potency is the fitted concentration of half-maximal effect. This is a subset (hit frequency here may not be typical).

SMILES	AmpC inh det
CCC(=O)Nc1ccc(NC(=O)c2ccccn2)cn1	13%
CN(C)CCCNc1cc(Cl)c(S(=O)(=O)N2CCCCC2)cc1C(=O)O	-3%
COC(=O)c1ccc(C(=O)OC)c(NC(=O)CSc2nc(-c3ccco3)cc(C(F)(F)F)n2)c1	-6%
CCOC(=O)c1c(C)c(C(=O)NCc2cccnc2)c(C)n1CC	-1%
Cc1ccc(Oc2ccc(-c3nc(N)nc(N)n3)cc2)cc1	11%
O=C(CN1C(=O)CSC1=O)NC1CCCCC1	-6%
CCOC(=O)C1=C(C)Nc2nc(SCC)[nH]c(=O)c2C1c1ccncc1 (centres undefined)	-4%
CC1=C(C(=O)OCc2ccccc2)C(c2ccc(C(F)(F)F)cc2)NC(=O)N1CCCCCC(=O)O (centres undefined)	9%
CCC(C)NC(=O)C1CCC(=O)N1Cc1ccc(C)cc1 (centres undefined)	12%
NC(=O)c1cc(-c2ccccc2)nc(N2CCOCC2)n1	24%
O=c1oc2c(CN3CCOCC3)c(O)c(Cl)cc2c2c1CCCC2	-4%
CC1Cc2nc(SCC(=O)Nc3ccc(F)cc3)n(C)c(=O)c2S1 (centres undefined)	0%
CCOC(=O)c1ccccc1NC(=O)CSc1nnc(Cc2cccn2C)n1-c1ccc(F)cc1	-4%
Cc1cccc(-c2nc(CSCC(=O)NCCCN3CCOCC3)c(C)o2)c1	-9%
c1ccc(Oc2cccc(OCCn3cncn3)c2)cc1	-4%
COC(=O)[C@@]1(Cc2ccc(F)cc2)[C@H]2c3cc(C(=O)N4CCCC4)n(C[C@H](O)CO)c3C[C@H]2CN1C(=O)c1ccccc1	0%
O=C(O)C(Cc1cc2ccccc2[nH]1)N1C(=O)C2CC=C(Cl)CC2C1=O (centres undefined)	-5%
O=C(Nc1ccc2nc(-c3cccs3)[nH]c2c1)c1cccs1	-4%
CC1=[N+]([O-])C(C)(C)CC(C)(C)c2ccccc21	1%
CCCCn1c(N)c(N(CC)C(=O)c2ccc3c(c2)S(=O)(=O)c2ccccc2C3=O)c(=O)[nH]c1=O	-4%
N#Cc1ccccc1-c1ccc2ncnc(NCc3cccnc3)c2c1	0%
Cc1cc(NC(=O)COC(=O)C2CCN(C(=O)c3ccc(Cl)cc3)CC2)no1	-4%
O=C(O)CCCNS(=O)(=O)c1ccc(NCc2ccccc2)c(C(=O)O)c1	0%
Cc1ccccc1/C=C\C1=NCCN1	0%
Cc1oc2cc(O)ccc2c(=O)c1Oc1ccccc1	-1%
CC12CN3CC(C)(CN(C1)C31C(=O)N(Cc3ccccc3)c3ccccc31)C2=O (centres undefined)	5%
O=C(NCC(c1cccnc1)N1CCN(c2ccccc2)CC1)c1ccco1 (centres undefined)	-2%
CC1CCc2c(sc3ncn4c(SCC(=O)NCc5ccco5)nnc4c23)C1 (centres undefined)	-2%
CCN(C(=O)CSc1nc2cc(C(=O)OC)ccc2c(=O)n1Cc1ccco1)c1cccc(C)c1	-4%
NNCCc1ccccc1	2%[12.8 µM]
O=C(CC1Oc2ccccc2NC1=O)NCCCN1CCOCC1 (centres undefined)	9%
COc1ccc(N2C(=O)CC(N3CCOCC3)C2=O)cc1 (centres undefined)	9%
CN(C)CCCc1cccnc1	-2%[5.75 µM]
COc1ccc(Cn2c(C)nc3oc4cc(OC)ccc4c(=O)c3c2=O)cc1	2%
c1csc(-c2nc(-c3ccncc3)no2)c1	7%
CN(C)c1ncc2nc(-c3ccccc3)c(=O)n(CCc3ccccc3)c2n1	4%
CCN(C(=O)c1cnc(N2CCN(c3ncccn3)CC2)c2ccccc12)c1cccc(Cl)c1	-4%
O=C1CC(Sc2ncccn2)C(=O)N1c1ccccc1C(F)(F)F (centres undefined)	-5%
COc1ccccc1N1CCN(C(c2cc3ccc(C)cc3[nH]c2=O)c2nnnn2C2CCCC2)CC1 (centres undefined)	-2%
Cc1noc(C)c1S(=O)(=O)NCCc1ccc(S(N)(=O)=O)cc1	-3%
CCSc1nnc2c(n1)OC1(CCCC1)Nc1ccccc1-2	11%
CCOC(=O)c1cnc(-n2nc(C)cc2C)nc1N(C)C	1%
CCCCOC(=O)CCn1[nH]c(=O)c2ccccc2c1=O	-3%
Cc1ccc(-c2nnc(-c3ccc(Br)cc3)o2)o1	-8%
COc1ccccc1CNC(=O)CCCN1C(=O)COc2ccc(C)cc21	-1%
CCCCS(=O)CC(COc1ccc(Cl)cc1)OC(=O)c1ccccc1 (centres undefined)	-4%
COc1ccc(C2C(C#N)=C(/N=C/N3CCN(C)CC3)OC3=C2C(=O)CC(C)(C)C3)cc1 (centres undefined)	-2%
c1cnc(N2CCC3(CCNCC3)CC2)nc1	-2%
Cc1ccc(NC2=CC(=O)CC(C)(C)C2)cc1C	9%
COc1ccc(OC)c(-n2c(O)cnc2Nc2nc(C)cc(C)n2)c1	-5%
Cc1cc(=O)oc2cc(OCC(O)CN3CCN(c4ccc(F)cc4)CC3)ccc12 (centres undefined)	-2%
C=C(C)COc1ccc(-c2ncncc2Oc2ccc(OC)cc2)c(O)c1	1%
CN1CCN2c3ncccc3Cc3ccccc3C2C1 (centres undefined)	-3%
CCc1ccc(OCc2nnc(SCCN3CCOCC3)n2C)cc1	-4%
Cc1nc(SCC(=O)Nc2ccc3c(c2)OCCO3)c2oc3ccccc3c2n1	-3%
CC1(C)SCC(C(=O)O)N1C=O (centres undefined)	6%
CC(=O)NCC(=O)NC1(C(=O)NC2CCCC2)CCCCC1	-3%
O=C(C1CC1)N1CCCN(C(=O)C2CC2)CC1	8%
O=C(O)C1CCCN1c1ncnc2ccccc12 (centres undefined)	0%
O=C(O)c1ccncc1.O=C(O)c1ccncc1.[Cl][Pt]([Cl])([Cl])[Cl]	-21%[5.75 µM]

Additional entries follow.
SMILES	AmpC inh det
CC(C)NC(=O)c1cc2cc(Br)ccc2oc1=O	-3%
O=C(CSc1nnc(Cn2nnc(-c3ccccc3)n2)n1-c1ccccc1)Nc1ccc(F)cc1	-5%
CCC(=NCC1CCCO1)c1c(O)n(Cc2ccccc2)c(=O)[nH]c1=O (centres undefined)	3%
CCc1nnc(NC(=O)c2c(OC)cccc2OC)s1	-4%
CCOC(=O)c1cccc2c1-c1ccccc1/C2=N/O	3%
CCOc1cc(N2CCOCC2)c(OCC)cc1NC(=O)COc1cccc2cccnc12	-3%
COCCCNC(=O)Nc1ccc(Br)cc1Cl	-1%
CC(=O)NC(Cc1c[nH]c2ccccc12)C(=O)NCc1ccc2c(c1)OCO2 (centres undefined)	2%
Cc1ccccc1-n1c(Cn2c(=O)sc3ccccc32)nnc1SCC(N)=O	7%
Cc1nc(Nc2cccc(C(F)(F)F)c2)nc2c1C(=O)CC(C)C2 (centres undefined)	1%
CC(C)OCCCNC(=O)C1CCN(S(=O)(=O)N2CCCCC2)CC1	1%
CC(=O)c1ccc(NC(=O)C(C)Sc2nnnn2C)cc1 (centres undefined)	-2%
COc1ccc(-n2c(Cc3cccn3C)nnc2SCC(=O)Nc2ccccc2)cc1	10%
COc1ccc(Oc2nc(C)nc3c2oc2ccccc23)cc1	-3%
CC(C)CC(c1nnnn1C1CCCC1)N1CCN(C(=O)c2ccco2)CC1 (centres undefined)	4%
CCc1nc(SCC(=O)NCc2ccco2)c2c3c(sc2n1)CCCC3	-3%
CCS(=O)(=O)CCn1c([N+](=O)[O-])cnc1C	1%[12.8 µM]
C/C(=N\O)C(=O)OC1CC(C)CCC1C(C)C (centres undefined)	3%
CN1C(=O)CSc2ccc(NC(=O)N3CCC(N4CCCCC4)CC3)cc21	-6%
COC(=O)C1=C(C)NC(C)=C(C(=O)OCCN(C)Cc2ccccc2)[C@@H]1c1cccc([N+](=O)[O-])c1	-1%
CCOC(=O)c1sc2ncn(CC(=O)NCC3CCCO3)c(=O)c2c1C (centres undefined)	-5%
O=c1ccnc(S/C=C/c2ccccc2)[nH]1	4%
O=C1C2CC=CCC2C(=O)N1c1ccc(Cc2ccncc2)cc1 (centres undefined)	5%
CCCCn1c(=O)c(C(=O)Nc2nc3ccccc3[nH]2)c(O)c2ccccc21	0%
Cc1cc(/C=N/n2cnnc2)c(C)n1-c1ccc(Cl)cc1Cl	0%
O=C(COc1ccc(S(=O)(=O)NC2CCCCC2)cc1Cl)NCC1CCCO1 (centres undefined)	-2%
Cc1c(C(=O)O)sc2nc3n(c(=O)c12)CCC(C)CC3 (centres undefined)	-6%
Cc1nc(-c2ccc(-c3ccc(C(=O)N4CCc5cc6c(cc54)C4(CCN(C)CC4)CO6)cc3)c(C)c2)no1	-4%&-4%
CCOc1ccccc1N(CC(=O)NCc1ccc(OC)cc1)S(C)(=O)=O	-7%
O=C(CN1CCN(CC(=O)Nc2ccc3c(c2)OCO3)CC1)Nc1ccc(F)cc1	0%
CC1=C(C(=O)Nc2ccccc2)C(c2ccccn2)n2nc(CCCO)nc2N1 (centres undefined)	14%
O=C(CCCN1Cc2ccccc2C1)c1ccc(F)cc1	-1%
O=C(Nc1ccc2oc(-c3ccncc3)nc2c1)c1cccs1	-3%
C[C@]12CC[C@H]3c4ccc(O)cc4CC[C@@H]3[C@H]1CC[C@@H]2OC(=O)CCC1CCCC1	-2%[5.75 µM]
CCCC(c1nnnn1Cc1ccco1)N1CCC(C(N)=O)CC1 (centres undefined)	8%
COc1cccc(Nc2ncc3nc(C)c(=O)n(CCC#N)c3n2)c1	-1%
c1cncc(-c2nn[nH]n2)c1	9%
COc1cccc(/C(O)=C2/C(=O)C(=O)N(CCN(C)C)C2c2ccccn2)c1 (centres undefined)	-4%
COCCn1c(=O)[nH]c2cc(C(=O)NC(C)C)ccc2c1=O	-3%
CN1CCN(S(=O)(=O)c2cccc(S(=O)(=O)c3ccc(Cl)cc3)c2)CC1	-3%
NS(=O)(=O)c1cc2c(cc1Cl)N[C@@H]([C@@H]1C[C@@H]3C=C[C@H]1C3)NS2(=O)=O	-4%&-2%
Cc1c(C(=O)O)oc2ccc(S(=O)(=O)N3CC(C)CC(C)C3)cc12 (centres undefined)	-4%
Cc1cccc(OCc2nnc(SCC(=O)OC3CCCCC3)o2)c1	-3%
O=C(CSc1nc2[nH]ncc2c(=O)n1-c1ccccc1)c1ccc2c(c1)OCCO2	-2%
O=C(C1CC(=O)N(c2ccc(F)c(Cl)c2)C1)N1CCC2(CC1)OCCO2 (centres undefined)	-2%
Cc1nc(N2CCC(C(N)=O)CC2)c2nnn(Cc3ccccc3)c2n1	9%
O=C(Nc1ccc(Oc2ccc(NC(=O)C3CCCO3)cc2)cc1)C1CCCO1 (centres undefined)	-3%
O=C(NC1CC1)c1ccc(S(=O)(=O)NC2CCCCCC2)cc1	8%
CCCOC(=O)c1ccc(Oc2c(-c3ccc(O)cc3O)n[nH]c2C)cc1	1%
O=C(NC1CCCCC1)NC1(C(=O)N2CCN3CCCC3C2)CCCCC1 (centres undefined)	0%
CC(=O)C(C(C)=O)c1c(Cl)c(O)c(O)c2c(C(=O)c3ccccc3)coc12	-3%
CC(=O)CC(=O)NC(=NC1CCCCC1)Nc1nc(C)cc(C)n1	-5%
Cc1ccc(C(=O)NC2CCS(=O)(=O)C2)cc1S(=O)(=O)N1CCOCC1 (centres undefined)	0%
Cc1cccn2c(=O)c3cc(C(=O)NCCCN4CCCC4=O)n(C)c3nc12	-1%
CCOC(=O)Cc1nnc(NC(=O)CSc2nnc3c4ccccc4n(C)c3n2)s1	-3%
COc1ccc(OC)c(C2C3CN(C(C)C)CC=C3C(C#N)=C(N)C2(C#N)C#N)c1 (centres undefined)	10%
COCCn1c(=O)c(-c2ccccc2)nc2cnc(Oc3ccc(OC)cc3)nc21	-6%
Cc1noc(C)c1COc1ccc(C(=O)OCC(=O)N2CC3(C)CC2CC(C)(C)C3)cc1 (centres undefined)	-5%
CCOc1ccccc1C1C(C(N)=O)=C(C)Nc2nc(CCCO)nn21 (centres undefined)	10%
O=C(c1ccco1)N1CCN(c2cccc(Cl)c2)CC1	5%

Nothing new here: entries from further up.
SMILES	AmpC inh det
Cc1nc(N2CCC(C(N)=O)CC2)c2nnn(Cc3ccccc3)c2n1	9%
O=C(Nc1ccc(Oc2ccc(NC(=O)C3CCCO3)cc2)cc1)C1CCCO1 (centres undefined)	-3%
O=C(NC1CC1)c1ccc(S(=O)(=O)NC2CCCCCC2)cc1	8%
CCCOC(=O)c1ccc(Oc2c(-c3ccc(O)cc3O)n[nH]c2C)cc1	1%
O=C(NC1CCCCC1)NC1(C(=O)N2CCN3CCCC3C2)CCCCC1 (centres undefined)	0%
CC(=O)C(C(C)=O)c1c(Cl)c(O)c(O)c2c(C(=O)c3ccccc3)coc12	-3%
CC(=O)CC(=O)NC(=NC1CCCCC1)Nc1nc(C)cc(C)n1	-5%
Cc1ccc(C(=O)NC2CCS(=O)(=O)C2)cc1S(=O)(=O)N1CCOCC1 (centres undefined)	0%
Cc1cccn2c(=O)c3cc(C(=O)NCCCN4CCCC4=O)n(C)c3nc12	-1%
CCOC(=O)Cc1nnc(NC(=O)CSc2nnc3c4ccccc4n(C)c3n2)s1	-3%
COc1ccc(OC)c(C2C3CN(C(C)C)CC=C3C(C#N)=C(N)C2(C#N)C#N)c1 (centres undefined)	10%
COCCn1c(=O)c(-c2ccccc2)nc2cnc(Oc3ccc(OC)cc3)nc21	-6%
Cc1noc(C)c1COc1ccc(C(=O)OCC(=O)N2CC3(C)CC2CC(C)(C)C3)cc1 (centres undefined)	-5%
CCOc1ccccc1C1C(C(N)=O)=C(C)Nc2nc(CCCO)nn21 (centres undefined)	10%
O=C(c1ccco1)N1CCN(c2cccc(Cl)c2)CC1	5%

Continued:
SMILES	AmpC inh det
COc1ccc(NC(=O)c2cc(CC(C)C)on2)cc1OC	12%
Cn1cccc1Cc1nnc(SCC(=O)NCc2ccccc2)n1-c1ccc(F)cc1	10%
Cc1[nH]c2ccc(-c3nnc(SCC(=O)NCc4ccco4)n3Cc3ccccc3)cc2c1C	-2%
Cn1c(NCCCN2CCOCC2)nc2c1c(=O)n(Cc1ccc(Cl)c(Cl)c1)c(=O)n2C	-2%
